miR122 inh: blocks miR-122 activity in Huh7 sensor cells. Huh7 miR-122 Renilla luciferase sensor, 48 h; neutral wells = 0, positive control = 100. hit rate 0.3% among 340,000. activation (reporter increase), % at 12.5 µM;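 active = mean replicate activation score at least 90 and every replicate individually at or above 90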;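 also: higher luciferase means less miR-122 activity so hits act as miR-122 inhibitors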
Active calls of the source: *.

SMILES	miR122 inh
CC(C)n1c(CCCO)nc2ccccc21	-2
CCCCOc1ccc(CNC(=S)N/N=C/c2ccc(OC)c(OC)c2)cc1	3
COC(=O)c1sccc1NC(=O)/C=C/c1c(Cl)cccc1Cl	-6
Cc1ccc(-n2c(SCC(=O)NCCN3C(=O)CSC3=O)nnc2-c2cccc(C)c2)cc1	8
O=c1[nH]c2ccccc2c2nc3ccccn3c12	1
CC/C(=N/O)c1cnnc(SC)n1	-3
CCN(C(=O)COC(=O)c1ccc(OCc2c(C)noc2C)cc1)c1ccccc1	15
O=C(NCc1cccnc1)c1cccc2c1C(=O)N(Cc1cccnc1)C2	4
Cn1c(=O)c2c(nc(NCc3ccc4c(c3)OCO4)n2Cc2ccccc2F)n(C)c1=O	-3
CCOC(=O)C(NCc1ccco1)(NC(=O)c1ccc(OC)cc1)C(F)(F)F (configuration not stated)	3
O=C(CCN1CCN(Cc2ccccc2)CC1)Nc1ccc(OCc2ccccc2)cc1	-2
O=C(Cc1csc(Nc2nc(=S)[nH]c3ccccc23)n1)NCc1ccccc1Cl	-2
O=S(=O)(Nc1nc2ccccc2nc1Nc1ccc2c(c1)OCO2)c1ccc(F)cc1	-3
Brc1ccc(CSc2nccn2-c2ccccc2)cc1	-5
Cn1c(NC(=O)c2cccs2)c(-c2cccs2)c(=O)c2ccccc21	-4
C[C@H]1[C@H](C)CC[C@]2(C(=O)O)CC[C@]3(C)C(=CC[C@@H]4[C@@]5(C)C[C@@H](O)[C@H](O)C(C)(C)[C@@H]5CC[C@]43C)[C@H]12	8
COc1cccc(-n2nnc3c(=O)n(Cc4c(F)cccc4Cl)cnc32)c1	-3
CC(C)Oc1ccc(CNCC2(O)CCOC(C)(C)C2)cc1 (configuration not stated)	23
CCOC(=O)c1c(C)[nH]c(C(=O)OCC(=O)NC2CCS(=O)(=O)C2)c1C (configuration not stated)	3
CC1CCCCN1C(=O)Cc1ccc(Cl)cc1 (configuration not stated)	-3
Cc1cc(NCCO)nc(N2CCOCC2)n1	2
COc1ccc(C(=O)Oc2ccc(=O)n(-c3ccccc3)n2)cc1	-4
Nc1nc(NCc2ccco2)nn1-c1ccccc1	1
Cn1ncc(Br)c1NC(=O)Nc1ccccc1	-9
CN(C)S(=O)(=O)N1CCN(CC(O)COc2ccc3cc(Br)ccc3c2)CC1 (configuration not stated)	-4

Sorted by formula weight (high to low): part of the list above.
SMILES	miR122 inh
Cn1c(=O)c2c(nc(NCc3ccc4c(c3)OCO4)n2Cc2ccccc2F)n(C)c1=O	-3
CCN(C(=O)COC(=O)c1ccc(OCc2c(C)noc2C)cc1)c1ccccc1	15
CC(C)Oc1ccc(CNCC2(O)CCOC(C)(C)C2)cc1 (configuration not stated)	23
Cc1cc(NCCO)nc(N2CCOCC2)n1	2

The results go on.
SMILES	miR122 inh
CCOC(=O)c1c(NC(=O)CSc2nnc(-c3cccnc3)o2)sc(C(C)=O)c1C	-7
CCN(C(=O)c1cc(Cl)ccc1OC)C1CCCCC1	5
COCC(=O)N(Cc1cc2cc(OC)ccc2[nH]c1=O)c1ccc(C)cc1	5
COc1ccc(Cc2nnc(NC(=O)CSc3ccc(C)cc3)s2)cc1	6
CCC(C)[C@H](NC(=O)Nc1ccc2c(c1)OCCO2)C(=O)O (some centres not stated)	-2
CCN(CC)CC(=O)Nc1ccc(-c2nc3cc(NC(=O)CN(CC)CC)ccc3o2)cc1	2
O=Cc1ccc2noc(-c3ccc(F)cc3)c2c1	-1
O=C(CN1CCOCC1)OCCCC1CCCCC1	26
Cc1cc(C)n2nc(-c3cnn(C)c3C(F)(F)F)cc2n1	-12
Cc1cc(N2CCOCC2)c2c(N)c(Br)cc(C)c2n1	17
CN(CC(=O)Nc1ccc(Cl)c(C(F)(F)F)c1)CC(=O)NC1CCCCC1	-10
CCOC(=O)Cc1csc(NC(=O)CSc2nc(C)cc(=O)[nH]2)n1	-2
CN1C(=O)/C(=C/c2ccccc2OCc2cccc(F)c2)N(C)C1=S	9
Cc1ccc(C)c(S(=O)(=O)N/N=C2/CCCc3ccccc32)c1	33
CCN(c1ccccc1)c1nc2ccsc2c(=O)s1	-1
O=C(c1cc2c(cc1Br)OCCCO2)N1CCCCC1	1
O=C(Cn1nnc(-c2ccccc2F)n1)Nc1ccc(S(=O)(=O)NC2CCCC2)cc1	-1
Brc1ccc(N=C/C=C/C=C/Nc2ccc(Br)cc2)cc1	0
O=C(CC1N=C2c3ccccc3N=C(SCc3ccc(Cl)cc3)N2C1=O)NCc1ccco1 (configuration not stated)	15
CCCn1c(CN2CCN(C)CC2)nc2ccccc21	-2
Cc1cc(C)c(S(=O)(=O)n2ccc(-c3ccc(OCCN(C)c4ccccn4)cc3)n2)c(C)c1	-1
CCn1c(C)nc2c(=O)oc3ccccc3c21	-15
COc1ccc(C2CC(c3c(O)cc(C)oc3=O)=NCCS2)c(OC)c1 (configuration not stated)	-8
C=CCOC(=O)CCC(=O)Nc1cc(OC)nc(OC)n1	2
CC(C)Cn1c(C(C)C)nc([N+](=O)[O-])c1S(=O)(=O)c1ccc(F)cc1	-2

More records.
SMILES	miR122 inh
Nc1nonc1-c1nc2ccccc2n1CC(=O)N1CCN(c2ccc(F)cc2)CC1	1
NC(=O)c1oc2ccccc2c1NC(=O)c1nc2ccccc2s1	-7
O=C(Nc1cccc(C(F)(F)F)c1)C12CC3CC(CC(C3)C1)C2	3
Cc1cc(C)cc(NC(=O)NCc2nnc(SCc3ccccc3)n2C)c1	-2
Cc1ccc(-c2nn(CCC(=O)NCC3CCCO3)c(=O)c3ccccc23)cc1 (configuration not stated)	2
CCOC(=O)C1=C(NC(=S)NC(=O)c2ccccc2)c2ccccc2CC1(C)CC (configuration not stated)	5
Cc1csc(NC(=O)C2(C)CCN2C(=O)C(C)C)c1C#N (configuration not stated)	-5
CN1CCN(S(=O)(=O)c2cc([N+](=O)[O-])ccc2N/N=C/c2ccc(Cl)cc2)CC1	-13
COc1ccc(C(=O)CSc2nnc(CNc3ccc(C)cc3C)o2)cc1	-2
Cc1ccccc1OCC(O)Cn1c(SC(C)C)nc2c1c(=O)[nH]c(=O)n2C (configuration not stated)	1
O=C1C2C(c3ccccc3)C=CC(c3ccccc3)C2C(=O)N1C1CCCCC1 (configuration not stated)	-9
COC(=O)c1c(NC(=O)CN2CCOCC2)sc2c1CCC(C)C2 (configuration not stated)	3
O=C(c1ccc(Cl)cc1)[C@@H]1[C@@H]2C(=O)N(c3ccccc3)C(=O)[C@@H]2C2c3ccccc3C=NN21 (some centres not stated)	12
CN(C)c1nc(-c2ccccc2)nc(-c2ccc(Cl)cc2)c1C#N	-4
COc1ccc(-n2c(Cn3nnc4ccccc43)nnc2SCC(=O)O)cc1	-13
CCOC(=O)c1ccoc1CSCC(=O)N1CCN(S(=O)(=O)c2ccc(C)cc2)CC1	-2
CC(C)(C)C1CCc2c(sc(NC(=O)CSc3nnc(-c4ccccc4)o3)c2C#N)C1 (configuration not stated)	-1
COC(=O)CC1=NC(=O)CS1	2
Cc1cccc(C)c1NC(=O)CSc1nc2ccccc2c(=O)[nH]1	-4
CCc1[nH]nc2c1C(c1cccnc1)C(C#N)=C(N)O2 (configuration not stated)	-3
Cc1ccc(C(NC(=O)c2ccccc2)C(Cl)(Cl)Cl)cc1 (configuration not stated)	-3
Cc1ccc(-c2nnc3c(C(F)(F)F)nc4ccccc4n23)cc1	-4
CS(=O)(=O)N1CCC(C(=O)Nc2ccccc2F)CC1	-2
O=C(NCC1CC1)C1CCCN(S(=O)(=O)c2ccc(-n3cnnn3)cc2)C1 (configuration not stated)	-2
CCC(C)NC(=O)CSC1=Nc2ccccc2C2=NC(CC(=O)NCc3ccc(F)cc3)C(=O)N12 (configuration not stated)	-1

Quoted at random: three entries already listed, in no set order.
SMILES	miR122 inh
CCCCOc1ccc(CNC(=S)N/N=C/c2ccc(OC)c(OC)c2)cc1	3
C[C@H]1[C@H](C)CC[C@]2(C(=O)O)CC[C@]3(C)C(=CC[C@@H]4[C@@]5(C)C[C@@H](O)[C@H](O)C(C)(C)[C@@H]5CC[C@]43C)[C@H]12	8
O=C(c1ccc(Cl)cc1)[C@@H]1[C@@H]2C(=O)N(c3ccccc3)C(=O)[C@@H]2C2c3ccccc3C=NN21 (some centres not stated)	12

Ordered by the number under miR122 inh (descending): some entries from above
SMILES	miR122 inh
CC(C)Oc1ccc(CNCC2(O)CCOC(C)(C)C2)cc1 (configuration not stated)	23
Cc1ccc(-n2c(SCC(=O)NCCN3C(=O)CSC3=O)nnc2-c2cccc(C)c2)cc1	8
Cc1cc(C)cc(NC(=O)NCc2nnc(SCc3ccccc3)n2C)c1	-2
CCc1[nH]nc2c1C(c1cccnc1)C(C#N)=C(N)O2 (configuration not stated)	-3
CN1CCN(S(=O)(=O)c2cc([N+](=O)[O-])ccc2N/N=C/c2ccc(Cl)cc2)CC1	-13

More structures follow.
SMILES	miR122 inh
Cc1cccc(C2Nc3ccccc3C(=O)N2c2ccc(F)cc2)n1 (configuration not stated)	-2
CCN(CC)c1ccc(N2C(=O)/C(=C\c3cccs3)SC2=S)cc1	-2
COc1cc2nc(=S)n3[nH]c(CCn4nc(C)cc4C)nc3c2cc1OC	-4
COc1cc(OC)cc(-c2nnc(SCC(=O)N3CCCC3)o2)c1	7
Cn1c(-c2c(N)n(-c3ccccc3)c3nc4ccccc4nc23)nc2ccccc21	43
Cc1nc2cc(-c3ccsc3-n3c(C)ccc3C)[nH]n2c(=O)c1Cl	-6
CC(OC(=O)c1ccccc1NCc1ccco1)C(=O)Nc1ncc(Cl)cc1Cl (configuration not stated)	0
CC(C)Cc1nc2oc3c(=O)[nH]cnc3c2c2c1CCCC2	-1
O=C(NCc1nc2ccccc2[nH]1)c1ccc(Cl)c(S(=O)(=O)N2CCCC2)c1	-7
Cc1ccc(S(=O)(=O)N2CCCC2C(=O)Nn2cnnc2)cc1 (configuration not stated)	-3
Cc1ccc(C(=O)O/N=C(/c2nonc2N)N(C)C)cc1	-2
Cc1ccc(CNC(=O)COC(=O)c2c(C)noc2C)cc1	2
O=S(=O)(CC(CN1CCCC1)N1CCCC1)c1ccc2ccccc2c1 (configuration not stated)	-3
O=C(CSc1nnc(-c2ccncc2)n1-c1ccccc1)N1CCN(c2ccc(Cl)cc2)CC1	-4
CCC(C(=O)OC)n1cnc2c(nnn2-c2ccc(OC)cc2)c1=O (configuration not stated)	7
COc1ccc(NC(=O)CC2C(=O)N(c3ccc(OC)cc3)C(=O)N2CCN2CCN(C)CC2)cc1 (configuration not stated)	4
Cn1c(SCc2ccccc2)nnc1-c1ccc2c(c1)OCO2	6
Oc1ccc(/C=N/NC(=S)NCC2CCCO2)cc1 (configuration not stated)	-2
CC(=O)CSc1nc2ccccc2o1	-3
CCOC(=O)c1c(O)c2c([nH]c1=O)CCCC2	-8
C=CCNS(=O)(=O)c1ccc2nsnc2c1	17
CSc1nc(Sc2ccc(Cl)cc2)c2ccccc2n1	-1
O=C(NC1CCCCCC1)C1CC(=O)N(Cc2ccccc2)C1 (configuration not stated)	9
Cc1ccc(NC(=O)N2CCC(=O)N2)cc1	-2
COc1ccc(/C=N/n2cncn2)cc1Cn1nc(C)c([N+](=O)[O-])c1C	2

4 successive compounds out of the list so far, quoted:
SMILES	miR122 inh
CSc1nc(Sc2ccc(Cl)cc2)c2ccccc2n1	-1
O=C(NC1CCCCCC1)C1CC(=O)N(Cc2ccccc2)C1 (configuration not stated)	9
Cc1ccc(NC(=O)N2CCC(=O)N2)cc1	-2
COc1ccc(/C=N/n2cncn2)cc1Cn1nc(C)c([N+](=O)[O-])c1C	2

Next part
SMILES	miR122 inh
COc1ccc(OC)c(C2N(c3ccc(Cl)cc3)C(=O)C3CCCN32)c1 (configuration not stated)	2
O=C(N/N=C/C(Cl)=C\c1ccccc1)c1cnccn1	8
O=C(O)CCN(CCC(=O)O)c1nnc(SCc2ccccc2)s1	1
Cc1ccccc1C(=O)NNC(=O)C(=O)Nc1cccc(Cl)c1C	-3
Cc1cc(C)nc(NC(=O)COc2cc(Cl)cc(Cl)c2)n1	3
Cc1cccc(NC2=CC(=O)OC(C)C2)c1 (configuration not stated)	2
COc1ccc(C(CC(=O)O)NC(=O)COc2ccccc2)cc1OC (configuration not stated)	-21
CC(C)CC(=O)NS(=O)(=O)c1ccc(NC(=O)c2ccco2)cc1	1
CCCSc1nc(N2CCOCC2)c2c(c1C#N)CC(C)(C)SC2	-2
CCN(CC)c1ccc(NC(=O)C(C)C)cc1	5
O=C(Nc1ccc(N2CCOCC2)cc1)C1CCCN(S(=O)(=O)c2ccccc2)C1 (configuration not stated)	-1
COC(=O)C(CC(C)C)Oc1ccc2c(C)cc(=O)oc2c1 (configuration not stated)	152*
C=CCn1c(Cc2ccc(OC(C)C)c(Cl)c2)nnc1SCC(N)=O	0
CC(C)[C@H](NC(=O)OCc1ccccc1)C(=O)OCC(=O)Nc1c(F)cccc1F	-3
COc1ccc(S(=O)(=O)NCCSc2ccc(C)cc2)cc1OC	33
CC(C)(C)C(=O)c1cnc(Nc2ccccc2)s1	3
O=C(CC1CCCCC1)NCC1CCCO1 (configuration not stated)	9
CCOCCN(C=O)c1cccc(OC)c1	-14
Cc1cc(=O)oc(C)c1C(=O)Nc1cccc2nonc12	-3
O=C(CCN1C(=O)c2ccccc2S1(=O)=O)N1CCN(c2ccccc2)CC1	-13
CCCCC(CCCC)=N/N=C/c1c(O)n(CC)c2cc(C3=NNC(=O)CC3)ccc12	-8
Cc1ccc(S(=O)(=O)N2Cc3ccccc3CC2C(=O)Nc2cc(C)on2)cc1 (configuration not stated)	2
C/C=C\C=C/C(=O)Nc1cccc(C2=NOC3(C2)C[C@@H](C(N)=O)N(C(=O)[C@H]2CCC(=O)N2)C3)c1 (some centres not stated)	-2
C/C(=N\N=C\c1ccccc1F)c1nnn(-c2nonc2N)c1C	-8
CCCCCc1nc2ccccc2c(=O)n1N	-1
CCN(CC)CCCNC(=O)CC1Sc2ccccc2NC1=O (configuration not stated)	3
Cc1ccc(S(=O)(=O)N2CCOCC2)cc1C(=O)NCc1ccc2c(c1)OCO2	9
COc1cccc(N2CCN(CC(=O)c3c[nH]c4ccc(OC)cc34)CC2C)c1 (configuration not stated)	-1
Cc1ccc(S(=O)(=O)N2CCN(C(=O)c3ccc(OCc4c(C)noc4C)cc3)CC2)cc1	-1

Source: PubChem (Broad Institute)

Not all compounds are listed; rates above refer to the full screens.
